# Assay outcomes (PubChem)
# Ins promoter up = insulin promoter activators in MIN6 cells, imaging, high-content screening, mouse beta cells; MIN6 insulin promoter-GFP reporter; stronger effect = higher value; z-score at 5 µM; 0.3% of 190,000 active; AID 1625, 2009;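 active = z-score above 3 at 5 µM with at least 500 cells counted in the well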
# TNAP activation fold = human TNAP enzyme activators, primary screen, biochemical, luminescent, no phosphate acceptor, uHTS (AID 1001); Alkaline phosphatase, tissue-nonspecific isozyme (Homo sapiens); activation fold at 20 µM; hits with a dose series show EC50 in µM; purified TNAP, luminescent activation assay, no phosphate acceptor; higher activation fold means a stronger effect; 0.03% of 200,000 active; in the data active = activation fold from about 3, or a potency from the dose series; inactive = the rest, 99 in 100 with activation fold below about 1.6; also: many of its hits are not listed in these tables
# human PMI inhibitors = human PMI inhibitors, high substrate, primary screen, biochemical, fluorescence intensity, high mannose 6-phosphate (AID 1220); 0.66% of 190,000 active; inhibition, % at 20 µM; hits with a dose series show IC50 in µM; recombinant PMI enzyme, coupled fluorescence intensity; higher % means a stronger effect
# PMI inhibitors = inhibitors of human PMI, primary screen, biochemical, fluorescence intensity, coupled assay (AID 1209); inhibition, % at 20 µM; hits with a dose series show IC50 in µM; Mannose-6-phosphate isomerase (Homo sapiens); 0.42% of 190,000 active; purified PMI enzyme, coupled fluorescence intensity; higher % means a stronger effect;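 also: plate controls were DMSO vehicle for no effect and wells lacking substrate for full effect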
# Autophagy mod = autophagy modulators in MEF cells, primary screen, imaging, high-content, MEF GFP-LC3. MEF GFP-LC3 puncta imaging; test concentration mostly 10 µM. calls only at 10 µM (by protocol). 0.98% of 190,000 active;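 active = percentage of spot-positive cells more than 3 SD above its plate mean, without a fluorescence outlier flag or 80% toxicity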;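 also: spot-positive cell cutoff set from DMSO-treated cells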
# Hep lipid drop = inhibitors of hepatocyte lipid droplet formation, primary screen, imaging, high-throughput imaging, BODIPY stain; AML12 mouse hepatocytes, oleate lipid droplets; 0.4% of 240,000 active; inhibition, % at 6.5 µM;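 active = lipid droplet intensity inhibited by at least 50%, with more than 500 cells counted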
#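 Assay system: AML12 mouse liver cells | Compound: 6.5 µM single-point dosing | Schedule: Overnight exposure | Technique: Fluorescence imaging, 20x objective, two fields per well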
# bCat nuc transl = modulators of beta-catenin nuclear translocation, primary screen, imaging, HeLa cells, immunofluorescence, high-content; nuclear translocation activity, % at 5 µM; 0.3% of 190,000 active; AID 1665, 2009;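 active = nuclear translocation activity above 50% at 5 µM, with a well cell count of 50 or more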;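 also: per-cell ratio of nuclear to cytoplasmic median beta-catenin stain intensity; plate controls were DMSO negative control for no effect and GSK-3 inhibitor IX positive control for full effect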
#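 Test system: HeLa cells, endogenous beta-catenin; Compound: single 5 µM dose plus 0.02–20 µM confirmation series; Times: compound exposure 24 h at 37°C; Signal: fluorescence imaging of beta-catenin antibody stain plus DAPI; Read-out: % activation, nuclear-to-cytoplasmic median beta-catenin signal ratio per cell.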
# T cell modulator = modulators of CD8 T cell-vesicle binding, primary screen, mouse 2C CD8+ T cells, flow cytometry; 0.068% of 330,000 active; calls only at 7 µM; 2C CD8+ T cell-vesicle binding; stronger effect = lower value; AID 2052, 2009;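 active = response, share of CD8 T cells binding vesicles, and their 90th percentile fluorescence all below set limits, cut at about 80% in these data, passing the limit was not always enough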
#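 material = purified 2C TCR transgenic mouse naive CD8+ T cells | controls = Unloaded micro-vesicles (low), QL9 vesicles with 0.7% DMSO (high) | detection = cytometric PE anti-B7-1 and Alexa647 anti-CD8 signals after 1% paraformaldehyde fixation | incubation = binding step 1.5 h, 37 °C, antibody labelling 20 min, ice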
# MT stabilizer = microtubule stabilizers in HeLa cells, primary screen, imaging, high-content imaging; HeLa tubulin immunostaining HCS, 24 h; share of cells brighter than vehicle mean+2SD; % tubulin-high responders, % at 10 µM; 0.83% of 200,000 active;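 active = plate Z-score above 3 for both tubulin-high and condensed-nucleus cell shares, with cell loss under 80%, at 10 µM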;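 also: anti alpha tubulin signal scored within the nucleus-defined area of each cell; some results filed as inactive read as strong as hits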
# Ins promoter up cell count = second read-out of Ins promoter up, no call of its own (marks repeat the call); cell count; measured here: cytotoxicity, nuclei count;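 total cells summed across four imaged fields per well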
# Hep lipid drop cells 6.5 µM = also measured in Hep lipid drop; calls as there; cell count; measured here: cell count, cytotoxicity flag;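 cells counted across two imaged fields per well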
# bCat nuc transl cell count 5 µM = further read-out of bCat nuc transl, marked with its call; cell count; measured here: cell count, cytotoxicity flag
# T cell modulator vesicle-bound % = recorded beside T cell modulator, whose call it bears; double positive events, %; measured here: CD8+ vesicle-bound cell fraction;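 binding gate set so that unloaded-vesicle control wells show 10% double positive cells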
# MT stabilizer Hoechst-high % = also measured in MT stabilizer; calls as there; % Hoechst-high responders; measured here: nuclear condensation Hoechst responders;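 share of cells brighter than vehicle mean plus two SD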
# MT stabilizer cytotoxicity % = second read-out of MT stabilizer, no call of its own (marks repeat the call); toxicity, %; measured here: cytotoxicity by cell density;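 0% = mean cell density of plate MIN control wells and 100% = no cells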
# Autophagy mod cell loss 18 h = recorded beside Autophagy mod, whose call it bears; toxicity, %; measured here: cell loss, nuclei count;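 cell loss after 18 h compound exposure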
# * marks the source's active call; other numbers are inactive results; i = inactive; x = no result given. Rule as the data show it, unless noted: active = inhibition above about 50%; inactive = the rest.
SMILES,Ins promoter up,Ins promoter up cell count,TNAP activation fold,human PMI inhibitors,PMI inhibitors,Autophagy mod,Autophagy mod cell loss 18 h,Hep lipid drop,Hep lipid drop cells 6.5 µM,bCat nuc transl,bCat nuc transl cell count 5 µM,T cell modulator,T cell modulator vesicle-bound %,MT stabilizer,MT stabilizer Hoechst-high %,MT stabilizer cytotoxicity %
COc1cc(C2CC(=O)N(c3ccc(C)cc3)C(=O)C2)cc(OC)c1OC,0.06,770,x,x,x,x,x,5.8,630,75.0*,499*,i,59.4,x,x,x
CCCCCCOC(=O)C(C#N)c1nc2ccccc2nc1N1CCN(C)CC1 (stereo not given),-0.41,707,0.9,39.9%,-0.3%,i,6.5,x,x,-0.3,1335,i,21.3,4.2,2.3,7.2
COc1ccc(-c2nn3c(-c4ccco4)nnc3s2)cc1OC,-0.29,1623,1,-5.9%,0.0%,i,14.9,x,x,1.2,1376,i,37.1,2.4,1.9,6.4
COc1cc(CC(=O)OCC(=O)N2CC(=O)Nc3ccccc32)cc(OC)c1OC,0.45,1233,1.1,-2.9%,-8.2%,i,-0.7,-11.3,688,0.3,1132,i,40.0,3.0,1.3,8.5
O=C(NCc1cccs1)c1cnc2ccccn2c1=O,0.04,1622,1.1,-13.4%,-1.1%,i,4.4,x,x,2.1,1357,i,39.1,5.4,2.8,4.9
O=C(O)C1C(c2ccccc2)C(C(=O)OCCCO)C1c1ccccc1 (stereo not given),1.24,1024,1.1,-9.7%,-6.5%,i,-0.2,x,x,-1.1,1127,i,26.4,1.9,1.5,3.6
O=C(NNc1nc(-c2ccc(Cl)cc2)cs1)c1ccco1,0.21,1243,2.3,8.1%,3.8%,i,-2.8,-5.9,605,-2.8,1003,i,45.2,3.6,2.1,4.1
CCCn1ncc(CN2CCC(N3CCC(C(=O)N4CCOCC4)CC3)CC2)c1C,0.27,1428,1.1,4.1%,13.9%,i,2.8,14.2,699,2.8,1191,i,52.8,6.5,1.2,13.4
CS(=O)(=O)N(CC(=O)NCC1CCCO1)c1cc(Cl)cc(Cl)c1 (stereo not given),0.08,1251,1,6.9%,3.8%,i,-1.0,-3.9,674,x,x,i,30.7,4.3,2.2,3.7
CS(=O)(=O)c1ccc(N)cc1,-0.32,1788,1.1,7.4%,14.5%,i,-0.1,-1.5,685,-0.4,942,i,45.5,3.2,3.7,6.9
O=c1oc2ccc(Br)cc2cc1S(=O)(=O)c1ccc(F)cc1,-0.04,1421,1,0.1%,5.9%,i,-5.6,-4.6,600,-2.9,1054,i,59.5,1.8,1.2,6.5
CCOC(=O)CSc1ncc(-c2ccccc2)nn1,x,x,1.1,-1.5%,2.1%,i,1.3,15.5,818,-0.9,1078,i,19.3,1.2,1.4,8.5
COc1ccccc1NC(=O)CN1C(=O)C(C)Oc2ccccc21 (stereo not given),x,x,1,3.2%,4.8%,i,12.4,x,x,-2.0,1171,x,x,5.3,2.4,4.3
COc1ccc(-c2cn3cccnc3n2)cc1NC(=O)C1CC1,-0.68,1470,1.1,-1.3%,-3.1%,i,-5.7,x,x,2.6,1400,i,49.2,4.0,3.4,5.2
O=C(COC(=O)c1cc[n+]([O-])cc1)NCCc1ccc(Cl)cc1Cl,0.11,1273,1,9.0%,2.6%,i,-7.8,-0.1,689,-0.2,1048,i,29.8,1.3,2.1,9.2
CCOc1ccc2[nH]c(=O)c(CN(CCN3CCCC3)C(=S)Nc3ccccc3OCC)cc2c1,-0.12,931,1,6.1%,6.3%,i,-0.5,-41.0,542,1.1,1013,i,21.1,3.0,7.7,4.6
CCOc1c(Cl)cnn(-c2ccc(C)cc2)c1=O,x,x,1.1,3.4%,8.7%,i,1.7,x,x,x,x,i,46.5,1.5,1.2,7.8
COc1ccccc1N1CCN(c2nc(-c3ccccc3)cc(C(F)(F)F)n2)CC1,-0.63,1682,1.1,-3.1%,1.3%,i,2.5,x,x,-1.2,1323,i,23.9,3.9,1.6,0.1
Cc1[nH]c(-c2ccccn2)nc(=S)c1Cl,-0.42,1018,x,x,x,x,x,-1.4,692,-0.3,1357,i,1.4,x,x,x
Cc1cc(C)cc(OCC(=O)Nc2ccc(CN3CCCCC3)cc2)c1,-0.52,1483,1.1,29.3%,12.4%,i,15.9,-8.9,607,-0.6,1564,i,26.6,1.6,1.4,9.4
CCCNS(=O)(=O)c1ccc(CCC(=O)N2CCN(CC)CC2)cc1,x,x,1.2,18.8%,26.3%,i,13.9,10.6,796,-16.4,1215,i,33.7,2.9,1.6,6.7
COc1cc(CN2CCCC(CO)(Cc3ccccc3C)C2)cc2c1OCO2 (stereo not given),-0.51,1345,1,3.5%,9.9%,i,1.5,-17.9,714,-1.1,1123,i,8.2,1.8,1.2,4.5
Cc1nc(N(C)C)c2sc(=S)n(C)c2n1,-0.35,988,1.1,9.8%,10.3%,i,9.2,x,x,x,x,i,54.8,2.9,2.7,0.7
c1ccc2c(-c3nc(C4CCCCC4)no3)cc(-c3ccncc3)nc2c1,0.03,1235,1,9.2%,14.0%,i,-10.0,-13.1,705,x,x,i,44.6,2.4,2.6,10.9
COc1ccc(C(=O)Oc2cc(C)[nH]c(=O)c2[N+](=O)[O-])cc1,0.92,1217,1,-4.1%,-14.6%,i,-8.9,14.0,657,-1.8,603,i,34.9,3.3,2.7,5.1

# Following part.
SMILES,Ins promoter up,Ins promoter up cell count,TNAP activation fold,human PMI inhibitors,PMI inhibitors,Autophagy mod,Autophagy mod cell loss 18 h,Hep lipid drop,Hep lipid drop cells 6.5 µM,bCat nuc transl,bCat nuc transl cell count 5 µM,T cell modulator,T cell modulator vesicle-bound %,MT stabilizer,MT stabilizer Hoechst-high %,MT stabilizer cytotoxicity %
Cc1cc(C)nc(SCc2ccc(C(=O)NNC(=O)Nc3cccc(Cl)c3)cc2)n1,0.02,1283,1,8.2%,11.7%,i,-4.7,-1.6,644,-0.9,551,i,45.7,1.3,1.6,1.0
O=C1Nc2ccccc2N(O)N1c1ccc(Cl)cc1,-0.03,1497,1.1,1.6%,-0.7%,i,36.6,1.1,683,1.3,1540,i,56.4,4.0,0.9,5.1
COc1ccc2c(c1)CC/C2=N\OC(=O)c1ccccc1C,-0.33,1155,1,-1.3%,-5.0%,i,1.3,11.5,775,0.3,1123,i,26.3,3.8,2.8,3.6
O=C1CS/C(=N\C(=O)N2c3ccccc3Sc3ccccc32)N1,-1.38,1902,1.2,5.1%,7.0%,i,0.6,14.6,663,-3.3,1169,i,44.6,1.6,2.8,13.9
COCCn1c(SCC(=O)Nc2ccccc2)nc2c(oc3ccccc32)c1=O,0.47,1303,1.1,-8.1%,-7.3%,i,-4.3,21.8,781,0.4,1058,i,55.8,1.8,2.2,4.6
NCCSc1c(-c2ccccc2)[nH]c2ccccc12,0.41,1310,1,2.4%,12.6%,i,-5.6,6.6,748,-2.9,1048,i,36.6,1.6,2.0,9.7
CCCCCCCC(=O)N/N=C/c1ccc(Br)cc1,0.84,1245,1.1,17.4%,18.6%,i,-3.1,x,x,-3.5,829,i,20.9,1.8,1.4,10.4

# Structures above containing an aryl methoxy group, in the order listed:
SMILES,Ins promoter up,Ins promoter up cell count,TNAP activation fold,human PMI inhibitors,PMI inhibitors,Autophagy mod,Autophagy mod cell loss 18 h,Hep lipid drop,Hep lipid drop cells 6.5 µM,bCat nuc transl,bCat nuc transl cell count 5 µM,T cell modulator,T cell modulator vesicle-bound %,MT stabilizer,MT stabilizer Hoechst-high %,MT stabilizer cytotoxicity %
COc1cc(C2CC(=O)N(c3ccc(C)cc3)C(=O)C2)cc(OC)c1OC,0.06,770,x,x,x,x,x,5.8,630,75.0*,499*,i,59.4,x,x,x
COc1ccc(-c2nn3c(-c4ccco4)nnc3s2)cc1OC,-0.29,1623,1,-5.9%,0.0%,i,14.9,x,x,1.2,1376,i,37.1,2.4,1.9,6.4
COc1cc(CC(=O)OCC(=O)N2CC(=O)Nc3ccccc32)cc(OC)c1OC,0.45,1233,1.1,-2.9%,-8.2%,i,-0.7,-11.3,688,0.3,1132,i,40.0,3.0,1.3,8.5
COc1ccccc1NC(=O)CN1C(=O)C(C)Oc2ccccc21 (stereo not given),x,x,1,3.2%,4.8%,i,12.4,x,x,-2.0,1171,x,x,5.3,2.4,4.3
COc1ccc(-c2cn3cccnc3n2)cc1NC(=O)C1CC1,-0.68,1470,1.1,-1.3%,-3.1%,i,-5.7,x,x,2.6,1400,i,49.2,4.0,3.4,5.2
COc1ccccc1N1CCN(c2nc(-c3ccccc3)cc(C(F)(F)F)n2)CC1,-0.63,1682,1.1,-3.1%,1.3%,i,2.5,x,x,-1.2,1323,i,23.9,3.9,1.6,0.1
COc1cc(CN2CCCC(CO)(Cc3ccccc3C)C2)cc2c1OCO2 (stereo not given),-0.51,1345,1,3.5%,9.9%,i,1.5,-17.9,714,-1.1,1123,i,8.2,1.8,1.2,4.5
COc1ccc(C(=O)Oc2cc(C)[nH]c(=O)c2[N+](=O)[O-])cc1,0.92,1217,1,-4.1%,-14.6%,i,-8.9,14.0,657,-1.8,603,i,34.9,3.3,2.7,5.1
COc1ccc2c(c1)CC/C2=N\OC(=O)c1ccccc1C,-0.33,1155,1,-1.3%,-5.0%,i,1.3,11.5,775,0.3,1123,i,26.3,3.8,2.8,3.6
